HPDE-C7K KRASV12 – cytotoxicity in KRAS-transformed pancreatic duct cells, primary screen, cell-based, fluorescence, HTS (AID 431) | 63,000 tested, 1.7% active | HPDE-C7K KRASV12 cells, Alamar Blue viability, 48 h; higher % means a stronger effect | cytotoxicity, % at 10 µM; hits with a dose series show EC50 in µM;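 active = compounds whose percent cytotoxicity in the single-dose primary screen, scaled between solvent and toxic-drug controls, exceeds 50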;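 also: 0% = DMSO solvent wells and 100% = doxorubicin-treated wells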
HT1080 viability – cytotoxicity in HT1080 fibrosarcoma cells, cell-based, fluorescence readout (AID 620); HT1080 viability, fluorescence; higher % means a stronger effect; cytotoxicity, % at 10 µM; hits with a dose series show EC50 in µM; 87,000 tested, 0.42% active;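 also: cells exposed to compound overnight then 4 h with Alamar Blue; 0% = vehicle DMSO and 100% = killing control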
Spn MK inh – inhibitors of Streptococcus pneumoniae mevalonate kinase; 65,000 tested, 0.48% active; inhibition, % at 10 µM; purified MK, PK/LDH-coupled NADH absorbance 340 nm; AID 555;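 active = ranked among the strongest by inhibition in the single 10 µM screen, a fixed top-ranked set picked for dose follow-up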; also: no value below 0 was filed
LYP phosphatase – LYP phosphatase inhibitors, primary screen, biochemical, DiFMUP fluorescence, recombinant catalytic domain, 10 µM (AID 606); recombinant LYP catalytic domain, DiFMUP fluorescence; higher % means a stronger effect; 52,000 tested, under 10 active; inhibition, % at 10 µM; hits with a dose series show IC50 in µM;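 active = IC50 under 40 µM in the dose-response test; inactive = IC50 of 40 µM or more, or never dose-tested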
PMK inhibit – blocks S. pneumoniae phosphomevalonate kinase; 65,000 tested, 0.49% active; inhibition, % at 10 µM; purified PMK, PK/LDH-coupled NADH absorbance 340 nm;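 active = top-ranked compounds by inhibition in the single 10 µM screen, taking a fixed number of the strongest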;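 also: 0% = full reaction with DMSO carrier and 100% = background rate without enzyme reaction; no value below 0 was filed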
Bfl-1 displacement – displacement of Bid BH3 peptide from Bfl-1 – biochemical, fluorescence polarization, FITC-Bid, mouse, primary screen (AID 432). FITC-Bid BH3 peptide fluorescence polarization displacement; higher % means a stronger effect. 64,000 tested, 0.02% active. displacement, % at 20 µM; hits with a dose series show IC50 in µM; in the data active = a potency from the dose series; inactive = the rest, 99 in 100 with displacement below about 15%; also: strong numbers were not always called active
Spn DPM-DC inh – blocks S. pneumoniae diphosphomevalonate decarboxylase; purified DPM-DC, PK/LDH coupled NADH fluorescence; calls only at 10 µM; 65,000 tested, 0.49% active; AID 556;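 active = the 320 compounds with the highest percent inhibition in the single-dose primary screen, excluding strongly autofluorescent ones, cut at about 32% in these data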;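 also: kinetic rate of NADH fluorescence loss reporting ADP formed by the decarboxylase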
HPDE-C7 viability – HPDE-C7 pancreatic duct cell viability loss – fluorescence, HTS (AID 430); 63,000 tested, 1.8% active; one-dose cytotoxicity, % at 10 µM; EC50 in µM for titrated hits; HPDE-C7 pancreatic duct cells viability, fluorescence; higher % means a stronger effect;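 also: cells exposed to compound for 48 hours before viability readout; 0% = vehicle and 100% = reference cytotoxic drug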
TNAP inhibition – human TNAP enzyme inhibitors, biochemical, luminescent (AID 518) | purified TNAP enzyme, luminescent substrate readout; higher % means a stronger effect | inhibition, % at 20 µM, or IC50 in µM where a hit was titrated | 64,000 tested, 0.09% active; in the data active = a potency from the dose series; inactive = the rest, 99 in 100 with inhibition below about 22%;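 also: plate controls were vehicle for no effect and reference inhibitor for full effect; many of its hits are not listed in these tables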
PMK inhibit pilot replicates – recorded beside PMK inhibit, whose call it bears; inhibition, %; measured here: pilot screen replicates
Spn MK inh pilot replicates – second read-out of Spn MK inh, no call of its own (marks repeat the call); inhibition, %; measured here: pilot screen replicates
Spn DPM-DC inh pilot screen % – further read-out of Spn DPM-DC inh, marked with its call; inhibition, %; measured here: pilot screen trials
* marks the source's active call; other numbers are inactive results; i = inactive; . = not tested or not shown. Rule as the data show it, unless noted: active = cytotoxicity above about 50%; inactive = the rest. This is a random part of the collection; overall some 3.5% were active at least once.

SMILES | HPDE-C7K KRASV12 | HT1080 viability | Spn MK inh | LYP phosphatase | PMK inhibit | Bfl-1 displacement | Spn DPM-DC inh | HPDE-C7 viability | TNAP inhibition | others
COc1ccc(-n2c(N)c(C(=O)NCC3CCCO3)sc2=S)cc1 (stereo not drawn) | -10% | 12% | 8 | -2% | 13 | -2% | i | 1% | 8%
Cc1cc(C)n(-c2ccc(C(=O)NCc3cccs3)cc2)n1 | . | 2% | 0 | 8% | 16 | 0% | i | . | -1%
CCCCCn1c(N2CCOCC2)nc2c1c(=O)n(CC(N)=O)c(=O)n2C | -18% | 4% | 6 | 7% | 7 | -5% | i | -20% | 6%
C/C=C/C=[N+](\[O-])C(C)/C(=N/O)c1ccc(F)cc1 (stereo not drawn) | -17% | 6% | 0 | -2% | 18 | 0% | i | -16% | -2%
Oc1ccccc1-c1cc(C(F)(F)C(F)F)nc(-c2ccccc2)n1 | -9% | 6% | 8 | . | 9 | 3% | i | -18% | 9%
Cc1ccc(N2CCN(C(=O)N3CCCC3)CC2)cc1Cl | . | 2% | 11 | . | 12 | 2% | i | . | 8%
Cc1c(NC(=O)Nc2ccc3c(c2)OCO3)c(=O)n(-c2ccccc2)n1C | -25% | -1% | 17 | -8% | 13 | 0% | i | -16% | -2%
O=C(Cn1c(=O)oc2cc(S(=O)(=O)N3CCCC3)ccc21)NC1CCCc2ccccc21 (stereo not drawn) | 0% | -4% | 11 | 12% | 10 | -16% | i | -3% | -1%
COc1ccc(C2CC(=O)C3=C(C2)Nc2ncnn2C3c2ccccc2C)c(OC)c1 (stereo not drawn) | -2% | 28% | 11 | 11% | 0 | -10% | i | 0% | 16%
NC1=NC(c2ccc(F)cc2)n2c(nc3ccccc32)N1 (stereo not drawn) | 4% | -3% | 1 | 13% | 14 | 2% | i | -4% | -6%
CCS(=O)(=O)N1CCC(C(=O)NCc2ccc(F)cc2Cl)CC1 | 7% | -1% | 0 | 11% | 17 | -1% | i | -2% | 7%
O=C(C1CC(c2ccccc2O)=NO1)N1CCCC1 (stereo not drawn) | -2% | 1% | 3 | -13% | 0 | -1% | i | -4% | 7%
CC(=O)N=C1SC2CS(=O)(=O)CC2N1c1ccccc1Cl (stereo not drawn) | 15% | 5% | 1 | 1% | 0 | -5% | i | -3% | 6%
O=C(NCCN1CCc2ccccc2C1)Nc1ccc(F)cc1 | -2% | 0% | 11 | 6% | 15 | 1% | i | -11% | 9%
Cc1nc2[nH]onc2c2nccc(=O)c12 | -8% | -1% | 5 | 6% | 7 | 1% | i | -7% | 5%
CCOC(=O)CSc1nnc(-c2ccccc2OC)o1 | -3% | 0% | 6 | -8% | 3 | -4% | i | -4% | 14% | PMK inhibit pilot replicates=3.0;Spn MK inh pilot replicates=1.0;Spn DPM-DC inh pilot screen %=2.0
CC(C)n1c(N2CCN(C(=O)NCc3ccccc3)CC2)nc2ccccc21 | -21% | 6% | 7 | 4% | 3 | -4% | i | -1% | 0%
CCOc1nc(-c2ccc(OC)cc2)ccc1-c1noc(-c2ccncc2)n1 | -6% | -7% | 2 | 9% | 0 | -2% | i | -4% | 4%
Cc1cc2nc(C3CCN(CC4COc5ccccc5O4)CC3)[nH]c2cc1C (stereo not drawn) | -10% | 3% | 1 | 8% | 12 | -9% | i | -26% | -12% | PMK inhibit pilot replicates=5.5;Spn MK inh pilot replicates=0.0;Spn DPM-DC inh pilot screen %=2.0
COC(=O)C1C2C=CC3(CN(c4ccc(Cl)c(F)c4)C(=O)C13)O2 (stereo not drawn) | -9% | -6% | 6 | 7% | 5 | -12% | i | -14% | -3%
CCCc1nc(SCC(=O)Nc2ccccc2OC)c2c(=O)n(C)c(=O)n(C)c2n1 | -5% | 4% | 5 | 8% | 0 | -6% | i | -18% | 7%
Cc1cc(OCC(=O)N2CCCC2)ccc1Cl | -6% | 3% | 1 | -6% | 1 | -1% | i | 0% | -2%
O=C(CSc1nnnn1-c1ccc2c(c1)OCCO2)OC1CCCCC1 | -16% | -7% | 0 | -29% | 0 | 3% | i | -7% | -3%
OCCN(Cc1ccccc1)Cc1ccccc1F | -13% | 9% | 48* | 5% | 7 | 2% | i | -12% | 14%
O=C(O)c1cn(-c2ccccc2)nc1-c1ccncc1 | -5% | 2% | 10 | 2% | 4 | -4% | i | -7% | 13%
Cc1nc2ccc(F)cc2cc1C(=O)NC(C)C | 13% | -37% | 14 | 7% | 4 | -5% | i | 1% | 10%
CCCCCNC(=O)Cc1ccc(OC)cc1 | -8% | -15% | 2 | . | 0 | 6% | i | -9% | -9%
COc1ccc(C(=O)Nc2ccc(S(=O)(=O)NC(C)=O)cc2)cc1 | 6% | 4% | 0 | . | 0 | -2% | i | -4% | 11% | PMK inhibit pilot replicates=6.5;Spn MK inh pilot replicates=2.5;Spn DPM-DC inh pilot screen %=0.5
COCCOC(=O)C1=C(C)NC2=C(C(=O)CC(C)(C)C2)C1c1ccc2c(c1)OCO2 (stereo not drawn) | -16% | -8% | 0 | 6% | 0 | 1% | i | -5% | -3%
CCOC(=O)CSc1nc2c(c(=O)n(C)c(=O)n2C)n1CCCc1ccccc1 | -26% | 6% | 7 | -1% | 8 | -10% | i | -13% | 13%

Overlap with the part before: two compounds, followed by the next part.
SMILES | HPDE-C7K KRASV12 | HT1080 viability | Spn MK inh | LYP phosphatase | PMK inhibit | Bfl-1 displacement | Spn DPM-DC inh | HPDE-C7 viability | TNAP inhibition | others
COCCOC(=O)C1=C(C)NC2=C(C(=O)CC(C)(C)C2)C1c1ccc2c(c1)OCO2 (stereo not drawn) | -16% | -8% | 0 | 6% | 0 | 1% | i | -5% | -3%
CCOC(=O)CSc1nc2c(c(=O)n(C)c(=O)n2C)n1CCCc1ccccc1 | -26% | 6% | 7 | -1% | 8 | -10% | i | -13% | 13%
COc1nc2c(C)cccc2cc1-c1noc(-c2ccncc2)n1 | 0% | -1% | 7 | 3% | 16 | -7% | i | 1% | 15%
O=C(NCc1cccs1)C1CCN(S(=O)(=O)c2cccc3nsnc23)CC1 | 2% | 6% | 4 | 7% | 22 | -6% | i | -25% | 2%
COCCn1c(SCC(=O)c2ccc3c(c2)OCCO3)nnc1-c1ccoc1C | 9% | -7% | 13 | 16% | 14 | -6% | i | 12% | 4%
Cn1c(=O)c2c(ncn2CC(=O)Nc2ccc(Cl)cc2Cl)n(C)c1=O | -4% | 4% | 5 | -1% | 3 | -2% | i | -2% | 10%
O=C(Nc1ccc(-n2cnnn2)cc1)C1CCCN1C(=O)NC1CCCCC1 (stereo not drawn) | 6% | 0% | 1 | -4% | 8 | -5% | i | 1% | 19%
O=C(Cc1cccs1)NCCn1ccc2ccccc21 | -7% | -2% | 4 | 4% | 5 | 9% | i | -13% | 8%
O=c1c2ccccc2nnn1CSc1ccc2c(c1)OCCO2 | . | -2% | 2 | 8% | 14 | . | i | . | .
COc1cc(Br)c(CC(=O)O)cc1OC | 3% | 7% | 4 | 2% | 13 | 5% | i | 4% | 1%
COc1ccc(CN2C(=O)c3cccnc3C2Nc2ccc(OC)c(Cl)c2)cc1 (stereo not drawn) | 0% | -1% | 35 | 15% | 12 | 0% | i | 4% | 8%
COC(=O)C1=C(C)N(C)C(=O)NC1c1ccc(C)cc1 (stereo not drawn) | 4% | -4% | 0 | 1% | 0 | 1% | i | -4% | 2%
Cc1ccc(C)c(NC(=O)CSc2nnc(-c3ccco3)o2)c1 | 8% | 2% | 8 | 37% | 0 | -3% | i | 3% | 17%
COc1cc(OC)cc(C(=O)N2c3ccc(F)cc3CCC2C)c1 (stereo not drawn) | 13% | -4% | 0 | . | 13 | 2% | i | 17% | 6% | PMK inhibit pilot replicates=0.0;Spn MK inh pilot replicates=4.5;Spn DPM-DC inh pilot screen %=2.5
COCCNC(=O)C1c2ccccc2C(=O)N(CCOC)C1c1ccc(F)cc1 (stereo not drawn) | -13% | -8% | 6 | . | 0 | -7% | i | -17% | -2%
COC(=O)[C@H](Cc1ccccc1)NC(=O)N1CCN(Cc2ccccc2)CC1 | -10% | 10% | 0 | 13% | 9 | 0% | i | -7% | 5%
COc1ccc(C2C(C(C)=O)=C(O)C(=O)N2c2nccs2)cc1OC (stereo not drawn) | -12% | -2% | 1 | . | 2 | 2% | i | -2% | 1%
Cc1oc(-c2ccc(Cl)cc2)nc1CN1CCC(C(=O)NCc2ccco2)CC1 | -3% | 5% | 7 | -20% | 16 | 0% | i | -17% | 0%
Cc1ccccc1OCC(O)Cn1c(=N)n(CCN2CCOCC2)c2ccccc21 (stereo not drawn) | . | 4% | 0 | 15% | 17 | . | i | . | .
NC(=O)C1(N2CCCCC2)CCN(C(=O)CSc2nc3ccccc3o2)CC1 | . | -2% | 4 | . | 0 | . | i | . | .
O=C(COc1ccccc1Cl)Nc1ccc(Cl)cn1 | 0% | 7% | 9 | -7% | 0 | 0% | i | 5% | 2%
COC(=O)C1C(=O)C2=C(CC1C)NC(C)=C(C(=O)OC1CCCCC1)C2c1ccc(N(C)C)cc1 (stereo not drawn) | 10% | 1% | 5 | 3% | 2 | -12% | i | -4% | 8%
CC(CCc1ccccc1)NC(=O)C1CCN(S(=O)(=O)N2CCCCC2)CC1 (stereo not drawn) | 3% | 5% | 0 | . | 10 | -4% | i | -21% | 2%
O=C1CN(C(=O)c2ccccc2)c2ccccc2N1 | -5% | 2% | 0 | 11% | 0 | -1% | i | 1% | 12%
N#CCSc1nnc(-c2ccc(S(=O)(=O)N3CCOCC3)cc2)n1CC1CCCO1 (stereo not drawn) | -11% | 10% | 6 | . | 11 | -4% | i | -3% | 12%
COC(=O)[C@H](CCSC)NC(=O)NCc1ccc(S(N)(=O)=O)cc1 | . | -6% | 1 | . | 6 | -11% | i | . | 18%
O=C(CSc1nc2ccccc2[nH]1)NC(=O)NCc1ccco1 | 0% | -5% | 0 | 2% | 13 | 1% | i | -7% | 0%
COc1cc(C)c(C)cc1S(=O)(=O)N1CCN(Cc2ccccc2)CC1 | 3% | -6% | 5 | 12% | 0 | 10% | i | 5% | 0%
Cn1c2c(c(=O)n(C)c1=O)C(c1ccc(O)cc1)Nc1ccccc1O2 (stereo not drawn) | 0% | . | 9 | . | 9 | -1% | i | -1% | 4%
CCOC(=O)C1=C(C)NC(SCC(N)=O)=C(C#N)C1c1ccncc1 (stereo not drawn) | 11% | -4% | 11 | 9% | 8 | -4% | i | 1% | 10%
Cc1ccc(C)n1NC(=O)c1cccs1 | -30% | 7% | 18 | -5% | 2 | 2% | i | -15% | 12%
CCOCCn1c(COc2ccccc2)nc2ccccc21 | 7% | 4% | 5 | 4% | 15 | -2% | i | 2% | 10%
CCCOc1ccc(N2C(=O)CC(N3CCOCC3)C2=O)cc1 (stereo not drawn) | 12% | -1% | 6 | . | 0 | 0% | i | 5% | -5%

From PubChem BioAssay
